Source: PubChem (Sanford-Burnham Center for Chemical Genomics)
CD11b adhes enh: enhancers of human CD11b/CD18 binding to fibrinogen; K562 CD11b/CD18 adhesion to fibrinogen, ATPlite luminescence; activation, % at 10 µM; hit rate 0.07% among 93,000; AID 1499;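 active means 10 µM primary screen giving 50% or more activity, confirmed by 40% or more on retest at that dose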; further: strong numbers were not always called active; reference of the scale not given here
Target sequence (P05107 whole entry, looked up, other chains not shown): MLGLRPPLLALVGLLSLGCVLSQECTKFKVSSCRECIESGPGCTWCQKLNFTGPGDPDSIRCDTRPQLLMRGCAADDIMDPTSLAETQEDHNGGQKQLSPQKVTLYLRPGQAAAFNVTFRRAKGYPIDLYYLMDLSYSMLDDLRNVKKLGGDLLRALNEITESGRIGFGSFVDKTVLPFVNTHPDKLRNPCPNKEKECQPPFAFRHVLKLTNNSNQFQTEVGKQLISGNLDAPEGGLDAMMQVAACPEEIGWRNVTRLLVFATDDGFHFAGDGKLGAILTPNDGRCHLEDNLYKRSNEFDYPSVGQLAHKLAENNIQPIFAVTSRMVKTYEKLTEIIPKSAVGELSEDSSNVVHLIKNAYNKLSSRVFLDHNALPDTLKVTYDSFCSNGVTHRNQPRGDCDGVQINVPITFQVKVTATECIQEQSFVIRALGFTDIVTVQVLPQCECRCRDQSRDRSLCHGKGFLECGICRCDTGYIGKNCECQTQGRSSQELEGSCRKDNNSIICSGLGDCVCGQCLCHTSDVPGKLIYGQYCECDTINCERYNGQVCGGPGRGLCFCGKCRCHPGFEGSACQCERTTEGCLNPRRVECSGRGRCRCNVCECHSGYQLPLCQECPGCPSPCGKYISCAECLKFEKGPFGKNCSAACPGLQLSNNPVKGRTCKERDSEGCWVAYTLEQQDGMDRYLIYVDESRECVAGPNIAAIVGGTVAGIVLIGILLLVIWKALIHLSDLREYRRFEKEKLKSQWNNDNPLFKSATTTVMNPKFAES
MT1-MMP txn act: MT1-MMP promoter transcription activation; HT1080 MT1-MMP promoter luciferase reporter, luminescence, overnight; hits give high values; activation factor at 10 µM; hit rate 0.16% among 86,000;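 active means activation factor of at least 2 for MT1-MMP transcription at 10 µM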
PLAP activator: activators of human placental alkaline phosphatase | P05187 | purified PLAP enzyme, luminescent substrate read-out; hits give high values | activation fold at 20 µM | hit rate 1.2% among 96,000; in the data active means activation fold above about 2
CYP2C9 inhib: inhibitors of human CYP2C9 | hit rate 20% among 96,000 | P11712 | AID 777 | CYP2C9 Supersomes, luciferin-H conversion, luminescence | inhibition, % at 5 µM;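 active means blocking of liver enzyme CYP2C9 beyond about 50% at 5 µM, limit read from the data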; further: values of inactives mirror those of a sister screen read the other way
Mac1 fbg inh: CD11b/CD18-fibrinogen binding inhibition. AID 1497. hit rate 0.54% among 93,000. K562 CD11b/CD18 adhesion to fibrinogen, ATPlite luminescence; Mn2+ added to activate the integrin. P05107+P11215. inhibition, % at 10 µM;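 active means primary inhibition of 50% or more at 10 µM, then 40% or more on retest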; further: some results filed as inactive read as strong as hits
CYP2C19 activ: activators of human cytochrome P450 2C19. 96,000 tested, under 10 active. recombinant CYP2C19, luciferin-H EGE luminescence; hits give high values; 0 = fully inhibited enzyme, 1 = untreated enzyme. P33261. activation factor at 5 µM;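 active means activation factor of at least 2 at 5 µM in the primary screen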;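 further: 0 = wells with 2.5 mM tranylcypromine and 1 = vehicle-only wells; values of inactives mirror those of a sister screen read the other way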
CYP2C9 activ: CYP2C9 (human) activation | recombinant CYP2C9, luciferin-H conversion, luminescence; hits give high values; factor 1 = untreated enzyme, 0 = blocked | activation factor at 5 µM | hit rate 1.4% among 96,000 | AID 1024;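 active means activation factor of 2 or more for CYP2C9 at a 5 µM dose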;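 further: 0 = sulfaphenazole-blocked wells and 1 = vehicle-only wells; values of inactives mirror those of a sister screen read the other way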
Pyk2 oligo antag: blocks oligomerization of human Pyk2 in cells. z-score (the deposit names both 25 µM and 10 µM). Q293 cells, Pyk2 FERM NanoBiT luminescence; hits give low values. hit rate 0.83% among 99,000;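 active means Z-score of -3 or lower, scaled per plate to the spread of control and sample wells; inactive means z-score above -3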;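 further: negative z-score means lost luminescence so less FERM oligomerization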
CYP2C19 inh: blocks human cytochrome P450 2C19. P33261. CYP2C19 Supersomes, luciferin-H EGE luminescence, 30 min. inhibition, % at 5 µM. hit rate 21% among 96,000. AID 778;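 active means CYP2C19 inhibition above a set limit at 5 µM in the primary screen, cut at about 50% in these data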;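 further: plate controls were negative control wells for no effect and 2.5 mM tranylcypromine positive control for full effect; values of inactives mirror those of a sister screen read the other way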
Numbers without * were called inactive; . = not tested or not shown.

CD11b adhes enh	MT1-MMP txn act	PLAP activator	Mac1 fbg inh	CYP2C9 inhib	CYP2C19 activ	Pyk2 oligo antag	CYP2C19 inh	CYP2C9 activ	Compound
-4	1.1	0.8	-22	-39	0.8	0.83	24	1.4	N#CC(C(N)=O)=C1CCC2(CC1)OCCCCO2
.	1.1	0.9	.	10	0.8	0.55	24	0.9	CCC(C)NC(=O)CCS(=O)(=O)c1ccc(Br)s1 (centres undefined)
1	1.1	0.8	-12	-82	1	.	4	1.8	NC(=O)c1oc2ccccc2c1NC(=O)c1ccc(F)cc1
1	1	1	-22	24	0.4	0.12	60*	0.8	CC(OC(=O)CN1C(=O)NC(C)(C)C1=O)C(=O)c1ccccc1 (centres undefined)
-2	1.1	0.8	-28	11	0.8	-0.92	25	0.9	COc1ccc(C(=O)c2ccc(Cl)cc2)c2ccccc12
1	1.1	0.9	-17	-4	1	-0.3	-5	1	COC(=O)[C@H](C)NC(=O)NCc1ccco1
-3	1	0.8	-2	15	0.8	0.29	24	0.9	Cc1ccc(S(=O)(=O)NC2CCOC(C)(C)C2)cc1 (centres undefined)
.	.	1	.	16	0.8	0.65	18	0.8	O=C(CN1CCCCC1)Nc1ccc(NC(=O)c2ccc(Cl)cc2)cc1Cl
2	1.2	0.9	5	29	0.9	.	11	0.7	CC1(C)CC(=O)c2sc(NC(=O)c3ccco3)nc2C1
5	.	0.9	-19	4	0.8	-0.46	24	1	COCc1cc(=O)[nH]c2cc(NC(=O)C(C)(C)CCl)c(C)cc12
0	1.2	1.8	-8	57*	0.8	-1.7	15	0.4	COc1cc2c(cc1NC(=O)CSc1nnc(Cc3cccs3)n1C)oc1ccccc12
-2	.	1	-7	62*	0.2	0.19	76*	0.4	Cc1nn(Cc2cccc(F)c2)c(C)c1NC(=O)c1c([N+](=O)[O-])c(C)nn1C
.	1.1	1	.	-16	1.1	0.12	-7	1.2	COC(Cn1c(C)c(C(C)=O)c(C(C)=O)c1C)OC
-5	1.1	1.6	-5	67*	0.6	-0.96	40	0.3	CCOC(=O)C1CCCN(c2cc(C)nc3cc(-c4ccc(F)cc4)nn23)C1 (centres undefined)
-4	.	1.4	13	73*	0.2	-0.16	80*	0.3	CCOC(=O)N1CCN(C(=O)c2oc3ccc(S(=O)(=O)N4CCCCCC4)cc3c2C)CC1
4	1	1.4	5	87*	0.1	.	88*	0.1	COc1cccc(OCC(=O)N(Cc2nc(-c3ccc(Cl)cc3)no2)C(C)C)c1
.	.	1.3	.	45	0.8	-2.7	19	0.5	N=c1c2c(-c3ccccc3)c(-c3ccccc3)oc2ncn1Cc1ccco1
-1	1	1.9	0	32	0.3	0.58	67*	0.7	CNC(=O)c1[nH]cnc1C(=O)Nc1cccc(OC)c1
2	1.1	1.2	-23	37	1	1.1	4	0.6	O=C(c1ccco1)c1cc2c(ccc3ccccc32)oc1=O
-2	1.1	1.3	3	-76	0.5	-0.75	55*	1.8	COc1ccc(Cl)cc1NC(=O)CSc1nnc(COc2ccccc2)n1C
-5	1.1	1	-2	12	0.9	-0.9	8	0.9	O=c1c2ccccc2nnn1CSc1nnc(Nc2ccccc2)s1
0	1.2	0.9	-10	38	0.9	0.06	8	0.6	Cc1ccc(C2C(C#N)=C(N)Oc3n[nH]c(-c4cccs4)c32)s1 (centres undefined)
.	.	1.1	.	51*	0.1	-2.2	93*	0.5	Cc1ccc(C2NC(c3ccc(C)cc3)C(C)C(=NO)C2C)cc1 (centres undefined)
4	.	1	4	19	0.9	-1.3	14	0.8	CCCSC(=S)NC1CCS(=O)(=O)C1 (centres undefined)
68	1.2	1.2	9	12	0.6	-0.44	39	0.9	CCC(c1nnnn1CCc1ccccc1)N(Cc1ccco1)Cc1cc2cc(C)cc(C)c2[nH]c1=O (centres undefined)
-3	1	0.9	-35	-11	1	1	-5	1.1	CCc1c(C)nc(N)n2c(SCC(=O)N3CCCc4ccccc43)nnc12
25	1	2.1*	8	25	0.8	-0.76	21	0.8	Cc1ccc(S(=O)(=O)N2CCC(C(=O)NCCN3CCCCCC3)CC2)cc1
-2	1.2	1.2	2	-21	1.2	2.2	-23	1.2	N#Cc1c2n(c3c(=O)[nH]cnc13)CCCC2
-4	1.6	1.1	10	-6	1	2.5	-2	1.1	CCOC(=O)c1ccc(N2C(=O)CC(Sc3nnc(C)s3)C2=O)cc1 (centres undefined)
-2	1	0.8	0	-62	0.9	1.7	10	1.6	CCOc1ccccc1NC(=O)c1ccoc1C
-3	.	1.1	2	-87	0.5	.	54*	1.9	O=C(NCC1CCCO1)c1ccc(CS(=O)(=O)c2c(Cl)cccc2Cl)o1 (centres undefined)
-3	1	1	-8	-102	0.8	0.17	18	2*	Cn1c(=O)cc(SCC(=O)Nc2cccnc2)c2ccccc21

For reference, part of the list above:
CD11b adhes enh	MT1-MMP txn act	PLAP activator	Mac1 fbg inh	CYP2C9 inhib	CYP2C19 activ	Pyk2 oligo antag	CYP2C19 inh	CYP2C9 activ	Compound
-2	1.2	1.2	2	-21	1.2	2.2	-23	1.2	N#Cc1c2n(c3c(=O)[nH]cnc13)CCCC2
-4	1.6	1.1	10	-6	1	2.5	-2	1.1	CCOC(=O)c1ccc(N2C(=O)CC(Sc3nnc(C)s3)C2=O)cc1 (centres undefined)

Carrying on.
CD11b adhes enh	MT1-MMP txn act	PLAP activator	Mac1 fbg inh	CYP2C9 inhib	CYP2C19 activ	Pyk2 oligo antag	CYP2C19 inh	CYP2C9 activ	Compound
.	.	1	.	11	1	0.16	5	0.9	O=C(Oc1ccccc1N1C(=O)C2CCCCC2C1=O)c1ccccc1 (centres undefined)
1	1.2	1.1	-13	-15	0.9	0.63	10	1.2	CNC(=O)CN1C(=O)C2C3C=CC(C3)C2C1=O (centres undefined)
.	1.2	1.1	.	-11	0.3	-1.1	72*	1.1	CCCCC(=O)NC(Nc1cc(C)ccn1)(C(=O)OCC)C(F)(F)F (centres undefined)
-2	1.2	0.9	-3	4	0.8	.	20	1	Cn1c2ccccc2c2nnc(SCN3C(=O)c4ccccc4C3=O)nc21
.	.	1	.	67*	0.9	.	6	0.3	C=CCNC(=O)c1onc(CSc2cccc(OC)c2)c1C(=O)O
.	.	1	.	-30	0.9	.	5	1.3	COCCNC(=O)C1CC(c2ccccc2[N+](=O)[O-])=NO1 (centres undefined)
0	1.2	0.9	0	-21	1.1	0.91	-7	1.2	CCNC(=O)CN1C(=O)NC2(CCCc3cc(OC)ccc32)C1=O (centres undefined)
7	0.9	0.8	-3	75*	0.7	-0.48	26	0.3	CCOc1cc(S(=O)(=O)n2cc(-c3ccc(F)cc3)c(N)n2)cc(OCC)c1OCC
2	1	1.1	0	-16	1.1	2	-9	1.2	COc1ccc(OC)c(NC2=NC3(CCCCC3)N=C(N)N2)c1
-1	.	0.9	-2	-12	1	0.18	1	1.1	C/C=C/C(=O)OCC(=O)NC(=O)NC(C)C
2	1	1.3	-5	93*	0.3	0.2	69*	0.1	COc1ccc(C(=O)CC(c2ccccc2)C2C(=O)CCCC2=O)cc1 (centres undefined)
4	1.2	0.8	-2	84*	0.3	-0.14	66*	0.2	CCOC(=O)c1cnc(SCc2nc(N)nc(Nc3ccccc3)n2)nc1N
-2	.	1.3	1	21	0	1.2	99*	0.8	Cc1ccc(CNCc2ccccc2Cl)cc1
2	.	1.1	3	0	0.7	0.7	27	1	Cc1cnc(C(=O)Nc2ccc(C(=O)N3CCCCC3)cc2)cn1
-2	1.1	1.1	-11	17	0.8	.	18	0.8	Cc1cc(=O)n2[nH]c(-c3cccnc3)nc2n1
4	1	1.2	-1	-29	0.8	0.35	22	1.3	CC(=O)Oc1cccc(N2C(=O)C3C4C=CC(C4=C(C)C)C3C2=O)c1 (centres undefined)
-4	1.2	1	23	-26	0.4	-0.32	56*	1.3	CCOc1ccccc1NC(=O)COn1nnc2ccc(Cl)cc21
-1	1.1	0.9	8	10	0.8	0.35	24	0.9	CC(C)CCn1c(=S)[nH]c2ncccc2c1=O
-1	1	1.4	-7	2	0.7	-0.14	26	1	CCOc1ccc(-c2nnn(CC(=O)N3CCN(c4ccc(OC)cc4)CC3)n2)cc1OCC
0	1.1	0.9	10	-127	0.1	-1.8	87*	2.3*	CCn1c(Sc2ccc(N)cc2Cl)nc2ccccc21
4	1.2	1.5	-41	31	0.8	1.2	19	0.7	CCOCCn1c(N2CCN(c3ccccc3)CC2)nc2c1c(=O)n(C)c(=O)n2C
-5	1.1	0.7	5	37	0	0.36	99*	0.6	CCSc1ccccc1C(=O)NCc1ccc2c(c1)OCO2
-6	1.2	1	2	21	0.4	1.5	58*	0.8	Cc1cc(C)nc(N2CCCC(C(=O)NC3CCCC3)C2)n1 (centres undefined)
-5	1.2	1.2	6	-4	1	2.1	4	1	Cc1ccc(S(=O)(=O)N(C)CC(=O)OCc2nnc(-c3ccccc3)o2)cc1

Entries of single compounds, looked up by structure.
Record of Cc1cc(C)nc(N2CCCC(C(=O)NC3CCCC3)C2)n1 (centres undefined) : CD11b adhes enh: -6; MT1-MMP txn act: 1.2; PLAP activator: 1; Mac1 fbg inh: 2; CYP2C9 inhib: 21; CYP2C19 activ: 0.4; Pyk2 oligo antag: 1.5; CYP2C19 inh: 58*; CYP2C9 activ: 0.8
Record of CCOc1ccc(-c2nnn(CC(=O)N3CCN(c4ccc(OC)cc4)CC3)n2)cc1OCC : CD11b adhes enh: -1; MT1-MMP txn act: 1; PLAP activator: 1.4; Mac1 fbg inh: -7; CYP2C9 inhib: 2; CYP2C19 activ: 0.7; Pyk2 oligo antag: -0.14; CYP2C19 inh: 26; CYP2C9 activ: 1

Going on with the list:
CD11b adhes enh	MT1-MMP txn act	PLAP activator	Mac1 fbg inh	CYP2C9 inhib	CYP2C19 activ	Pyk2 oligo antag	CYP2C19 inh	CYP2C9 activ	Compound
7	1.1	0.8	1	-7	1.1	0.38	-12	1.1	CC(Sc1nnc(-c2ccc(C(C)(C)C)cc2)n1C)C(N)=O (centres undefined)
2	0.9	1.1	-1	9	0.9	0.62	8	0.9	O=NC1=C(c2c(O)[nH]c3ccccc23)CCCC1
-1	.	1.8	-39	5	0.6	1.4	39	0.9	CC(=O)Nc1cc(C(=O)N2CCN(C)CC2)ccc1Sc1ccc(C)cc1
-2	.	1.1	-2	-12	1.1	0.03	-12	1.1	COc1cc(NC(=S)NC(C)=O)ccc1NC(=O)C(C)C
6	1.2	1.3	-5	4	0.5	-0.03	53*	1	CN(C)S(=O)(=O)c1cccc(C(=O)N2CCN(Cc3ccccc3)CC2)c1

Rows were taken by chance; any-hit rate near 31%.
